CHO parental Ca: counter-screen: ATP calcium response change in parental CHO cells; 0.63% of 330,000 active; inhibition, % at 5.6 µM; parental CHO-K1, ATP-induced calcium, Fluo-8 fluorescence;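 active means inhibition above that plate's mean sample inhibition plus 3 SD, cut at about 26% in these data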;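 further: 0% = ATP-challenged DMSO wells and 100% = DMSO wells without ATP; some compounds past the cut are filed as inactive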
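Material: parental CHO cells / Compound: single nominal dose of 5.6 µM per compound / Signal: Fluo-8 fluorescence / Replicates: singlicate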
CHRM1 antagonist: blocks human M1 muscarinic receptor. P11229. CHO-K1 hM1, Fluo-8 calcium fluorescence, ACh EC80 antagonist. inhibition, % at 3 µM. 1.3% of 360,000 active;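 active means percent inhibition above its own plate's cutoff, namely the mean of that plate's compound wells plus 3 SD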;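 further: peak over basal fluorescence ratio during 140 s after agonist addition; 0% = ACh EC80 plus DMSO and 100% = DMSO alone without agonist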
Target sequence (P11229 whole entry, looked up): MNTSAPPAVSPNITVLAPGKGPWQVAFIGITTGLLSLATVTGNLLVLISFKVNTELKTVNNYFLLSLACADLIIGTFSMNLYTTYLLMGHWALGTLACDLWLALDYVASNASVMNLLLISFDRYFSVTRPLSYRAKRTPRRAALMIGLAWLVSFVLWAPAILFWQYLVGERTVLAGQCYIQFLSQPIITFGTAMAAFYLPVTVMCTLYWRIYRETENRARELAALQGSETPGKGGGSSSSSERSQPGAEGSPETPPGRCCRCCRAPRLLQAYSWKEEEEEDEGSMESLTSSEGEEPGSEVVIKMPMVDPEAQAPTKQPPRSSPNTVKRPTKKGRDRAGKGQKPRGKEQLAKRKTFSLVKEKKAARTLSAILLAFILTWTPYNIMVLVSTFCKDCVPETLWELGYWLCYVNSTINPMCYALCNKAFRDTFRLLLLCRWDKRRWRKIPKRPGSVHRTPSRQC
TAAR1 ag: human TAAR1 agonism. activation, % at 3 µM. CHO RD-HGA16 TAAR1, Fluo-8 calcium fluorescence; vehicle wells 0%, saturating PEA agonist 100%. Q96RJ0. 0.99% of 360,000 active;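 active means activation above the mean activation of all test compounds in the run plus 3 SD, cut at about 38% in these data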
Target sequence (Q96RJ0 whole entry, looked up): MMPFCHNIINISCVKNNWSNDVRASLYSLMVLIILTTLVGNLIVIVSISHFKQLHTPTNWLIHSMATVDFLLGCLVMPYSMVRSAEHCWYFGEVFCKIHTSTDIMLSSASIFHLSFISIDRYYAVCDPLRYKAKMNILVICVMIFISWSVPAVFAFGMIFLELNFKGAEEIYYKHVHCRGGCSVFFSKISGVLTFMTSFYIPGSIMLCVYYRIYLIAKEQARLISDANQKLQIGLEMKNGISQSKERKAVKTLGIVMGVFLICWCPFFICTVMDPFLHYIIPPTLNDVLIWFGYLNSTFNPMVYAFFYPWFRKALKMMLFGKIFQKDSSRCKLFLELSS
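Test system: RD-HGA16 (CHO) cells co-expressing Gα16 and hTAAR1 / Benchmarks: DMSO vehicle as 0%, PEA at EC100 as 100% / Repeats: no replicates (n 1) / Measure: % activation from peak over basal fluorescence ratio, DMSO-to-PEA scaled / Timing: 17-24 h plating, Fluo-8 75 min 37 °C, 30 min RT / Technique: kinetic Fluo-8 calcium fluorescence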
TAAR1 antag: antagonists of human TAAR1; Q96RJ0; CHO RD-HGA16 TAAR1, Fluo-8 calcium fluorescence, antagonist; inhibition, % at 3 µM; 1.5% of 360,000 active; AID 624466;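 active means inhibition above a per-plate cutoff, the mean inhibition of test compounds on that plate plus 3 SD, cut at about 49% in these data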;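 further: 0% = DMSO plus EC80 beta-PEA response and 100% = DMSO alone without agonist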
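Test system: hTAAR1-expressing CHO RD-HGA16 cells, Gα16-coupled; Probe or stimulus: EC80 β-phenethylamine stimulus; Compound dosing: single nominal final test compound concentration of 3 µM; Timing: 140 s kinetic read after compound, 140 s after agonist; Signal: Fluo-8 calcium-sensitive fluorescence; Measure: % inhibition of agonist calcium response; Controls: DMSO and EC80 PEA controls.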
CHRM1 agonist: human M1 muscarinic receptor agonism; CHO-K1 hM1, Fluo-8 calcium fluorescence, agonist mode; 0% DMSO, 100% acetylcholine EC100; P11229; activation, % at 3 µM; 0.33% of 360,000 active;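 active means activation above the run's mean compound activation plus 3 SD, cut at about 16% in these data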;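 further: peak over basal fluorescence ratio within a 140 s kinetic read after compound addition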
M1 ag parental: M1 agonist counterscreen hit in parental CHO-K1 cells. AID 602248. activation, % at 3 µM. 0.48% of 360,000 active. Fluo-8 calcium fluorescence; scaled to maximal ATP response, vehicle zero; in the data active means activation above about 15%;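 further: untransfected CHO-K1 host cells lacking M1 receptor as counterscreen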
OXTR potentiator: potentiates the human oxytocin receptor response. AID 2445. activation, % at 3 µM. P30559. CHO-OTR cells, Fluo-8 calcium fluorescence, potentiator mode; 0% = oxytocin EC15, 100% = EC100. 0.061% of 320,000 active;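 active means activation above that plate's cutoff, the mean activation of tested compounds plus 3 SD, cut at about 6.6% in these data, passing the limit was not always enough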;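 further: 100% uses oxytocin at 75 nM as the full agonist control; some results filed as inactive read as strong as hits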
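Assay system: CHO-OTR cells, human receptor / Also added: oxytocin at about EC15, sub-maximal agonist stimulus / Dosing: single dose, 3.0 µM nominal final compound concentration / Incubation: 6 min pre-incubation, 100 s read / Technique: Fluo-8 calcium dye fluorescence / Read-out: % activation vs EC15 and EC100 oxytocin / Benchmarks: EC15 oxytocin low, 75 nM oxytocin high / Replicates: singlicate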
CHO-K1 Ca antag: M1 antagonist counterscreen hit in parental CHO-K1 cells. ATP-induced calcium, Fluo-8 fluorescence. inhibition, % at 3 µM. 0.6% of 360,000 active;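 active means inhibition above a per-plate cutoff, the plate's mean sample inhibition plus 3 SD, cut at about 24% in these data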;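 further: 0% = DMSO plus EC80 ATP and 100% = DMSO alone without ATP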
M1 PAM parental: counter-screen for M1 PAMs: effect in parental CHO-K1 cells; ATP EC20, Fluo-8 calcium fluorescence; 0% at ATP EC20, 100% at ATP max; activation, % at 3 µM; 0.02% of 360,000 active; AID 602247;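 active means activation above the run cutoff, the mean activation of all test compounds plus 3 SD, cut at about 40% in these data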;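 further: peak over basal fluorescence ratio in a 140 s read after ATP addition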
The depositor's hits bear a star.

`CCN(CC(=O)Nc1c(F)cccc1F)C(=O)c1ccc2c(c1)S(=O)(=O)N=C1CCCCCN12` gave CHO parental Ca -11, CHRM1 antagonist 5, TAAR1 ag 0, TAAR1 antag 3, CHRM1 agonist -3, M1 ag parental 0.4, OXTR potentiator -3, CHO-K1 Ca antag 2 and M1 PAM parental -3.
For CC(C)(C)c1cc(NC(=O)C2(C)CCN2C(=O)c2ccccc2CCc2ccccc2)no1 (stereo not given) the results were CHRM1 antagonist -8, TAAR1 ag -1, TAAR1 antag 13, CHRM1 agonist -4, M1 ag parental 1.1, CHO-K1 Ca antag -16 and M1 PAM parental 17.
COc1ccc(NS(=O)(=O)c2cc(C)ccc2OC)cc1OC was read as CHO parental Ca -16, CHRM1 antagonist -22, TAAR1 ag 8, TAAR1 antag 10, CHRM1 agonist 3, M1 ag parental 4.1, OXTR potentiator -10, CHO-K1 Ca antag -12 and M1 PAM parental 22.
For Cc1c(Cl)cccc1NC(=S)N1CCC(N(C)CC2CCCO2)CC1 (stereo not given) the results were CHO parental Ca -10, CHRM1 antagonist -4, TAAR1 ag 0, TAAR1 antag -19, CHRM1 agonist -5, M1 ag parental 0.4, OXTR potentiator -3, CHO-K1 Ca antag 0 and M1 PAM parental -2.
For COc1ccc2c(C)nc(Nc3nc(C)c(C)c(=O)[nH]3)nc2c1 the results were CHO parental Ca -4, CHRM1 antagonist -8, TAAR1 ag 5, TAAR1 antag 6, CHRM1 agonist -4, M1 ag parental 1.2, OXTR potentiator -3, CHO-K1 Ca antag -4 and M1 PAM parental 22.
For Cc1cc(C(=O)Nc2cc(C)n(Cc3ccc(Cl)cc3)n2)no1 the results were CHO parental Ca -14, CHRM1 antagonist -5, TAAR1 ag 3, TAAR1 antag -7, CHRM1 agonist -7, M1 ag parental 3.7, OXTR potentiator 0, CHO-K1 Ca antag -22 and M1 PAM parental 10.
For Nc1ccc2c(c1)sc1ccccc12 the results were CHO parental Ca 3, CHRM1 antagonist -6, TAAR1 ag 0, TAAR1 antag 10, CHRM1 agonist -8, M1 ag parental 0.0, OXTR potentiator -1, CHO-K1 Ca antag 5 and M1 PAM parental 4.
Screening COc1cc(C(C(=O)NC2CCCCC2)N(CCN2CCOCC2)C(=O)C2COc3ccccc3O2)cc(OC)c1OC (stereo not given) returned CHO parental Ca -6, CHRM1 antagonist -6, TAAR1 ag 0, TAAR1 antag -11, CHRM1 agonist -2, M1 ag parental -0.5, OXTR potentiator -8, CHO-K1 Ca antag -8 and M1 PAM parental 9.
N#Cc1cn(Cc2ccco2)c(=O)[nH]c1=O was read as CHRM1 antagonist -16, TAAR1 ag 1, TAAR1 antag -21, CHRM1 agonist -1, M1 ag parental 0.7, CHO-K1 Ca antag -11 and M1 PAM parental 11.
Screening CCCS(=O)(=O)N1CCCC(C(=O)NCCCN2CCN(c3ccc(F)cc3)CC2)C1 (stereo not given) returned CHO parental Ca -13, CHRM1 antagonist -11, TAAR1 ag 7, TAAR1 antag 9, CHRM1 agonist -4, M1 ag parental 0.2, OXTR potentiator -3, CHO-K1 Ca antag 5 and M1 PAM parental 9.
O=c1cc(CN2CCCC2)c2c(ccc3ccccc32)o1 was read as CHRM1 antagonist -23, TAAR1 ag 2, TAAR1 antag 2, CHRM1 agonist -7, M1 ag parental -0.5, CHO-K1 Ca antag 0 and M1 PAM parental -5.
COC(CNC(=O)c1ccc(-n2c(=S)[nH]c3ccccc3c2=O)cc1)OC was read as CHO parental Ca -22, CHRM1 antagonist 1, TAAR1 ag 2, TAAR1 antag -10, CHRM1 agonist -2, M1 ag parental 0.6, OXTR potentiator -12, CHO-K1 Ca antag -5 and M1 PAM parental 1.
`CC1(C)CC(NC(=O)N2c3ccccc3Sc3ccccc32)CC(C)(C)N1` gave CHO parental Ca -7, CHRM1 antagonist 50*, TAAR1 ag 4, TAAR1 antag -5, CHRM1 agonist -8, M1 ag parental 0.9, OXTR potentiator 2, CHO-K1 Ca antag -8 and M1 PAM parental 10.
For COc1ccc(CCNC(=O)CSc2nc3ccccc3o2)cc1OC the results were CHO parental Ca -7, CHRM1 antagonist 4, TAAR1 ag 5, TAAR1 antag -14, CHRM1 agonist -5, M1 ag parental 1.0, OXTR potentiator -8, CHO-K1 Ca antag -5 and M1 PAM parental 15.
Cc1ccc(C(=O)NCC(=O)OCC(=O)Nc2ccc(Cl)cn2)cc1 was read as CHO parental Ca -24, CHRM1 antagonist -17, TAAR1 ag 19, TAAR1 antag -5, CHRM1 agonist -3, M1 ag parental -0.1, OXTR potentiator 2, CHO-K1 Ca antag -17 and M1 PAM parental 10.
COc1ccc([N+](=O)[O-])cc1NC(=O)CSc1ccccc1 was read as CHO parental Ca 4, CHRM1 antagonist -16, TAAR1 ag 0, TAAR1 antag 2, CHRM1 agonist -4, M1 ag parental 0.2, OXTR potentiator -9, CHO-K1 Ca antag 9 and M1 PAM parental 1.
For O=C(C/C=N/OCc1ccc(Cl)cc1Cl)c1ccccc1 the results were CHO parental Ca -8, CHRM1 antagonist 2, TAAR1 ag -2, TAAR1 antag 6, CHRM1 agonist -2, M1 ag parental -0.3, OXTR potentiator -1, CHO-K1 Ca antag 10 and M1 PAM parental -5.
`O=C(Nc1ccccc1Cl)C1C2CCCCC21` (stereo not given) gave CHRM1 antagonist -10, TAAR1 ag 7, TAAR1 antag -6, CHRM1 agonist -7, M1 ag parental 0.7, CHO-K1 Ca antag -7 and M1 PAM parental 18.
For CC(=O)Nc1ccc(/C(C)=N/NC(=O)c2ccc(CN3CCOCC3)cc2)cc1 the results were CHO parental Ca -5, CHRM1 antagonist 2, TAAR1 ag 0, TAAR1 antag -5, CHRM1 agonist -4, M1 ag parental 0.2, OXTR potentiator -16, CHO-K1 Ca antag 2 and M1 PAM parental 0.
`COc1ccc(Cc2ccc(OC)c(N)c2)cc1N` gave CHO parental Ca 2, CHRM1 antagonist -10, TAAR1 ag 8, TAAR1 antag 7, CHRM1 agonist -3, M1 ag parental 0.3, OXTR potentiator -2, CHO-K1 Ca antag -11 and M1 PAM parental 11.
Screening Cc1ccc(C)c(OCCCN2CCNCC2)c1 returned CHO parental Ca -2, CHRM1 antagonist -7, TAAR1 ag 1, TAAR1 antag -4, CHRM1 agonist -9, M1 ag parental 0.7, OXTR potentiator -7, CHO-K1 Ca antag -10 and M1 PAM parental 17.
`CCCN1Cc2cccc(C(=O)Nc3ccc(OC)c(OC)c3)c2C1=O` gave CHRM1 antagonist -3, TAAR1 ag 6, TAAR1 antag -19, CHRM1 agonist -2, M1 ag parental 0.6, CHO-K1 Ca antag -8 and M1 PAM parental -21.
COCCNS(=O)(=O)c1ccc(C2CNC(=O)C2)cc1 (stereo not given) was read as CHO parental Ca 3, CHRM1 antagonist -2, TAAR1 ag -1, TAAR1 antag 0, CHRM1 agonist -1, M1 ag parental 0.5, OXTR potentiator 3, CHO-K1 Ca antag -8 and M1 PAM parental 12.
CC(=O)N1CCc2cc(S(=O)(=O)N3CCCCCC3)ccc21 was read as CHO parental Ca -12, CHRM1 antagonist -4, TAAR1 ag 5, TAAR1 antag -15, CHRM1 agonist -5, M1 ag parental 2.6, OXTR potentiator -11, CHO-K1 Ca antag -9 and M1 PAM parental -2.
Screening CCCCN1C(=O)C(CC(=O)NCCN2CCOCC2)CC(C(=O)N(C(C)C)C(C)C)=C1C (stereo not given) returned CHRM1 antagonist -17, TAAR1 ag 0, TAAR1 antag -10, CHRM1 agonist -4, M1 ag parental 0.8, CHO-K1 Ca antag -6 and M1 PAM parental 20.
Cc1cc(OCC(=O)NCCCN2CCOCC2)c2c(C)c(C)c(=O)oc2c1 was read as CHO parental Ca -8, CHRM1 antagonist 15, TAAR1 ag -1, TAAR1 antag -12, CHRM1 agonist -6, M1 ag parental -0.2, OXTR potentiator 2, CHO-K1 Ca antag -6 and M1 PAM parental -9.
Screening CC(Sc1nnnn1-c1ccc(O)cc1)c1nc2ccccc2c(=O)[nH]1 (stereo not given) returned CHO parental Ca -5, CHRM1 antagonist -16, TAAR1 ag 4, TAAR1 antag -27, CHRM1 agonist 0, M1 ag parental 3.4, OXTR potentiator 1, CHO-K1 Ca antag -12 and M1 PAM parental 18.
`Cc1ccc(CNC(=O)C(c2ccccc2)c2ccccc2)cc1` gave CHO parental Ca -15, CHRM1 antagonist 9, TAAR1 ag -2, TAAR1 antag 26, CHRM1 agonist -12, M1 ag parental -1.4, OXTR potentiator -10, CHO-K1 Ca antag -13 and M1 PAM parental 6.
For CC(C)C[C@@H](CN)NC(=O)c1nc[nH]c1C(=O)N[C@@H](CC(C)C)C(=O)CNC[C@H](C)NC(=O)c1nc[nH]c1C(=O)N[C@@H](C)C(=O)O the results were CHRM1 antagonist -15, TAAR1 ag 0, TAAR1 antag 9, CHRM1 agonist -3, M1 ag parental 0.3, CHO-K1 Ca antag -5 and M1 PAM parental 7.

A stretch taken from the entries so far, for reference:
`Cc1ccc(CNC(=O)C(c2ccccc2)c2ccccc2)cc1` gave CHO parental Ca -15, CHRM1 antagonist 9, TAAR1 ag -2, TAAR1 antag 26, CHRM1 agonist -12, M1 ag parental -1.4, OXTR potentiator -10, CHO-K1 Ca antag -13 and M1 PAM parental 6.
For CC(C)C[C@@H](CN)NC(=O)c1nc[nH]c1C(=O)N[C@@H](CC(C)C)C(=O)CNC[C@H](C)NC(=O)c1nc[nH]c1C(=O)N[C@@H](C)C(=O)O the results were CHRM1 antagonist -15, TAAR1 ag 0, TAAR1 antag 9, CHRM1 agonist -3, M1 ag parental 0.3, CHO-K1 Ca antag -5 and M1 PAM parental 7.

High-throughput results: PubChem BioAssay, The Scripps Research Institute Molecular Screening Center
